CHO-K1 Ca ag: nonselective activator or artifact in parental CHO-K1 cells; Fluo-8 calcium fluorescence; scaled to maximal ATP response, vehicle zero; activation, % at 3 µM; 360,000 compounds, 0.48% hits; in the data active = activation above about 15%;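 also: untransfected CHO-K1 host cells lacking M1 receptor as counterscreen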
CHRM1 agonist: activates human CHRM1 receptor | P11229 | CHO-K1 hM1, Fluo-8 calcium fluorescence, agonist mode; 0% DMSO, 100% acetylcholine EC100 | activation, % at 3 µM | 360,000 compounds, 0.33% hits;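 active = activation above the run's mean compound activation plus 3 SD, cut at about 16% in these data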;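 also: peak over basal fluorescence ratio within a 140 s kinetic read after compound addition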
Target sequence (P11229 whole entry, looked up): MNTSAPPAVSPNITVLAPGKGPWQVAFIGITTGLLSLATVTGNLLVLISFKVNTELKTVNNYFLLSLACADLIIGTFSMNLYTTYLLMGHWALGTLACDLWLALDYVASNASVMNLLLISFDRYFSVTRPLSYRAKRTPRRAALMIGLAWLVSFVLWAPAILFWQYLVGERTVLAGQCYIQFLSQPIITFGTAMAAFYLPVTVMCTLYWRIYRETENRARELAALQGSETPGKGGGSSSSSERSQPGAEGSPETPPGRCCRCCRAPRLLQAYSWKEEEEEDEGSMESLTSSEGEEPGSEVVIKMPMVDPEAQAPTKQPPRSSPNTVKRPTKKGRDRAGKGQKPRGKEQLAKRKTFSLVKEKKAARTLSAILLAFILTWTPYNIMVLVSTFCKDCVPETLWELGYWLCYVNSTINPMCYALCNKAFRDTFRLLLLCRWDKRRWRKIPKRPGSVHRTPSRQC
TAAR1 ag: agonists of human TAAR1. Q96RJ0. CHO RD-HGA16 TAAR1, Fluo-8 calcium fluorescence; vehicle wells 0%, saturating PEA agonist 100%. activation, % at 3 µM. 360,000 compounds, 0.99% hits. AID 624467;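 active = activation above the mean activation of all test compounds in the run plus 3 SD, cut at about 38% in these data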
Target sequence (Q96RJ0 whole entry, looked up): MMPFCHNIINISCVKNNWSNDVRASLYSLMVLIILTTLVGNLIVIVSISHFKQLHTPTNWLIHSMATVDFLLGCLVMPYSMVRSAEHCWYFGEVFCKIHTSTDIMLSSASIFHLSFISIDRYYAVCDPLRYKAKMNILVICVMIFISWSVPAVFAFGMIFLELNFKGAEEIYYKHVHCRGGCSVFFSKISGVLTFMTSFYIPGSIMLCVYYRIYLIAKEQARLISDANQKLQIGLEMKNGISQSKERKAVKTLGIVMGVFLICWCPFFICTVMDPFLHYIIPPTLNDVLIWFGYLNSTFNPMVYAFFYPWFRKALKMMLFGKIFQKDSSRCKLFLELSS
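System: CHO-derived RD-HGA16 cells with stable Gα16 and human TAAR1. Times: 17-24 h plating, Fluo-8 75 min 37 °C, 30 min RT. Measured by: calcium-sensitive Fluo-8 signal, excitation 470-495, emission 515-575 nm. Read-out basis: % activation relative to PEA EC100 response. Control set: DMSO and PEA EC100. Repeats: no replicates (n 1).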
TAAR1 antagonist: antagonists of human TAAR1. Q96RJ0. CHO RD-HGA16 TAAR1, Fluo-8 calcium fluorescence, antagonist. inhibition, % at 3 µM. 360,000 compounds, 1.5% hits. AID 624466;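 active = inhibition above a per-plate cutoff, the mean inhibition of test compounds on that plate plus 3 SD, cut at about 49% in these data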;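 also: 0% = DMSO plus EC80 beta-PEA response and 100% = DMSO alone without agonist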
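Material: CHO RD-HGA16 cells bearing hTAAR1; compound dosing: one-point dosing, 3 µM nominal final; schedule: dye loading 75 min at 37 °C, then 30 min room temperature; measured by: calcium fluorescence with Fluo-8; control set: vehicle and agonist controls; replication: n of 1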
M1 PAM parental: M1 PAM counterscreen hit in parental CHO-K1 cells. ATP EC20, Fluo-8 calcium fluorescence; 0% at ATP EC20, 100% at ATP max. activation, % at 3 µM. 360,000 compounds, 0.02% hits;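 active = activation above the run cutoff, the mean activation of all test compounds plus 3 SD, cut at about 40% in these data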;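 also: peak over basal fluorescence ratio in a 140 s read after ATP addition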
CHO-K1 Ca antag: counter-screen for M1 antagonists: effect in parental CHO-K1 cells; ATP-induced calcium, Fluo-8 fluorescence; inhibition, % at 3 µM; 360,000 compounds, 0.6% hits; AID 602250;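 active = inhibition above a per-plate cutoff, the plate's mean sample inhibition plus 3 SD, cut at about 24% in these data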;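 also: 0% = DMSO plus EC80 ATP and 100% = DMSO alone without ATP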
CHO parental Ca: counter-screen: ATP calcium response change in parental CHO cells; 330,000 compounds, 0.63% hits; inhibition, % at 5.6 µM; parental CHO-K1, ATP-induced calcium, Fluo-8 fluorescence;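 active = inhibition above that plate's mean sample inhibition plus 3 SD, cut at about 26% in these data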;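 also: 0% = ATP-challenged DMSO wells and 100% = DMSO wells without ATP; some compounds past the cut are filed as inactive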
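Material: Parental CHO cells | Reagent: ATP | Compound dosing: Single nominal dose of 5.6 µM per compound | Detection: Intracellular calcium via Fluo-8 no-wash fluorescent dye | Read-out: % inhibition of ATP-induced calcium mobilization | Benchmarks: Low control ATP plus DMSO, high control DMSO only | Replicates: Singlicate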
CHRM1 antagonist: human CHRM1 antagonism; P11229; CHO-K1 hM1, Fluo-8 calcium fluorescence, ACh EC80 antagonist; inhibition, % at 3 µM; 360,000 compounds, 1.3% hits;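 active = percent inhibition above its own plate's cutoff, namely the mean of that plate's compound wells plus 3 SD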;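 also: peak over basal fluorescence ratio during 140 s after agonist addition; 0% = ACh EC80 plus DMSO and 100% = DMSO alone without agonist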
OXTR potentiator: potentiates the human oxytocin receptor response; P30559; CHO-OTR cells, Fluo-8 calcium fluorescence, potentiator mode; 0% = oxytocin EC15, 100% = EC100; 320,000 compounds, 0.061% hits; activation, % at 3 µM; AID 2445;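 active = activation above that plate's cutoff, the mean activation of tested compounds plus 3 SD, cut at about 6.6% in these data, passing the limit was not always enough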;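 also: 100% uses oxytocin at 75 nM as the full agonist control; some results filed as inactive read as strong as hits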
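Assay system: CHO cell line stably expressing human OTR. Reagent: EC15 oxytocin agonist. Dosing: single dose, 3.0 µM nominal final compound concentration. Timing: compound 6 min at room temperature before oxytocin, 100 s read. Signal: kinetic Fluo-8 calcium fluorescence. Controls: oxytocin EC15 low and EC100 high.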
* = called active by the depositor; nt = no result given. Random draw from the library. About 4.2% of those tested had a hit in this group.

SMILES	CHO-K1 Ca ag	CHRM1 agonist	TAAR1 ag	TAAR1 antagonist	M1 PAM parental	CHO-K1 Ca antag	CHO parental Ca	CHRM1 antagonist	OXTR potentiator
CN1CCN(c2cc(=O)n(-c3ccc(Cl)cc3)c(=O)[nH]2)CC1	0.5	-2	2	-6	2	-5	-4	-7	-4
N#CC(C#N)=Cc1ccc(OC(=O)c2ccccn2)cc1	0.1	-7	3	-4	11	-7	6	-4	4
COc1ccc(C(=O)Nc2ccc(C)cc2C(=O)c2ccccc2)c(OC)c1	-0.2	-6	5	-16	17	-4	-32	3	-4
COc1ccc(CNC(=O)CSc2nnc(C3CC3)n2C2CC2)cc1	-0.2	-4	-3	9	10	-14	-6	-9	-3
COc1cc2c(c(OC)c1OC)-c1ccc(OC)c(=O)cc1C(NC(=O)c1ccccc1)CC2 (stereo not given)	-0.3	-3	0	-12	-7	-13	nt	-24	nt
NS(=O)(=O)c1ccc(Sc2nc3ccccc3s2)c([N+](=O)[O-])c1	4.8	1	4	26	-20	10	1	-13	-15
Nc1nc(-c2ccccc2)c(CCCOc2ccc(NC(=O)CBr)cc2)c(=O)[nH]1	-0.1	-1	0	1	13	-7	nt	-2	nt
COc1ccc(C)cc1NC(=O)c1ccc2c(=O)n3c(nc2c1)CCCCC3	5.0	-4	1	-9	-7	1	-17	-6	-7
COCCNC(=O)C(c1ccc(F)cc1)N(C(=O)CCC(=O)Nc1nccs1)c1cccc(C)c1 (stereo not given)	0.7	-5	5	-9	13	-10	-5	-3	5
CCOc1ccc(CN(C)CC(O)COC(c2ccc(OC)cc2)c2ccc(OC)cc2)cc1 (stereo not given)	5.0	-9	29	-7	14	-12	7	-2	-13
N#C/C(=C\c1cccc(O)c1)C(=O)Nc1ccc2c(c1)OCCO2	1.5	-2	6	-13	3	-13	0	-12	-8
C/C(=N\NC(=O)c1cc(O)cc(O)c1)c1ccc(NC(=O)Cc2ccccc2)cc1	6.6	-2	0	-16	-12	11	-4	5	-8
COc1ccc(C(=O)NCCc2nnc3ccc(SCC(=O)Nc4ccccc4)nn23)cc1	0.1	-4	7	-15	-2	8	-14	1	-2
Cc1ccc(C(=O)N2CCN(C(=O)c3ccc(C)cc3)C2)cc1	-0.8	-6	1	0	8	-12	-20	-14	5
CC(OC(=O)c1cccc(N2C(=O)c3ccccc3C2=O)c1)C(=O)Nc1ccc(N(C)C)cc1 (stereo not given)	0.5	-4	4	2	0	9	1	-7	-1
Cc1ccc(NC(=O)Cn2nnc(C(=O)NCCc3ccccc3)c2N)cc1Cl	1.6	0	0	-10	6	-10	6	-5	-8
Nc1ccc2ccccc2c1N=Nc1ccccc1	0.0	-4	1	-14	13	-19	nt	-15	nt
CCOC(=O)C1CCCN(S(=O)(=O)c2ccc(-c3cc(C)no3)s2)C1 (stereo not given)	3.0	-2	-3	-2	-14	5	-10	-4	-6
CC(C)(C)S(=O)N1Cc2cc(C(=O)N3CCOCC3)nc(-c3cccc(Br)c3)c2[C@@H]1CCO (stereo not given in full)	0.1	-11	1	-10	5	1	nt	17	nt
CCOC(=O)/C(N=Nc1c(C)n(C)n(-c2ccccc2)c1=O)=C(\C)O	-0.4	-13	-1	-23	0	3	-13	-16	2
CC(C)CC1C(C#N)=C(N)SC(N)=C1C#N	6.5	6	24	24	5	0	7	4	-8
COc1ccc(S(=O)(=O)N2CCC(n3cnc4cc(C(F)(F)F)ccc43)CC2)cc1	-0.1	-2	1	9	-6	10	-14	10	-11
CCCOc1ccc(CC(=O)NNC(=S)Nc2ccccc2)cc1Br	1.4	-3	7	2	-3	-1	0	18	-17
COC(=O)[C@H]1C[C@@H](c2ccccc2)[C@H](C)C1(C)C	0.9	1	2	7	12	-15	-4	-8	-3
O=C(CN1CCCCCC1)Nc1ccc(S(=O)(=O)N2CCOCC2)cc1	0.5	-7	4	-31	-7	-5	4	-1	-2
NC(=O)CC(NC(=O)Cc1ccc(Br)cc1)c1ccc(N2CCN(c3ccccc3)CC2)c([N+](=O)[O-])c1 (stereo not given)	-0.3	-7	1	16	12	-15	3	-6	-2
Oc1ccc(Cl)cc1-c1cc(-c2ccccc2Cl)[nH]n1	0.3	-4	8	18	2	6	-11	1	-6
O=C(Nc1nc(-c2ccccn2)cs1)C1CC(=O)N(c2ccc3c(c2)OCCO3)C1 (stereo not given)	1.3	-1	3	7	9	-7	-14	-6	-5
CC1CC(C)CN(CC(C)(C)NS(=O)(=O)c2ccc(Cl)cc2)C1 (stereo not given)	-0.3	-7	4	3	-1	-4	-16	17	0
CC1(C)Cc2cccc(C(=O)Nc3ccncc3)c2O1	3.5	-6	8	-16	7	-13	-10	-6	6

The list goes on, overlapping the part above by 3 compounds.
SMILES	CHO-K1 Ca ag	CHRM1 agonist	TAAR1 ag	TAAR1 antagonist	M1 PAM parental	CHO-K1 Ca antag	CHO parental Ca	CHRM1 antagonist	OXTR potentiator
O=C(Nc1nc(-c2ccccn2)cs1)C1CC(=O)N(c2ccc3c(c2)OCCO3)C1 (stereo not given)	1.3	-1	3	7	9	-7	-14	-6	-5
CC1CC(C)CN(CC(C)(C)NS(=O)(=O)c2ccc(Cl)cc2)C1 (stereo not given)	-0.3	-7	4	3	-1	-4	-16	17	0
CC1(C)Cc2cccc(C(=O)Nc3ccncc3)c2O1	3.5	-6	8	-16	7	-13	-10	-6	6
COc1cccc(C(=O)NCC(c2cccs2)N2CCc3ccccc32)c1 (stereo not given)	0.1	0	7	17	12	-13	-27	-24	-16
Cc1ccccc1N1CC(C(=O)Nc2nnc(SCc3cccnc3)s2)CC1=O (stereo not given)	0.3	-5	0	-22	-21	2	-13	1	-2
NS(=O)(=O)c1ccc(CCNC(=O)c2ccc[nH]c2=S)cc1	0.1	-4	-1	2	4	-8	-6	-1	-3
O=C(Nc1ccc(-c2nc3ccccc3[nH]2)cc1)C1CCCN(Cc2ccn[nH]2)C1 (stereo not given)	0.2	-6	1	-9	17	-8	nt	-13	nt
Cc1cc(Br)ccc1OCC(=O)NNC(=O)Cc1ccccc1	-0.4	-6	0	-17	6	1	-15	-5	-2
Cc1ccc(S(=O)(=O)N/N=C/c2cn(C)nc2C)cc1	-0.4	-2	-1	-21	-6	9	-8	1	-6
COc1ccccc1CNC(=O)C1CCCN(S(=O)(=O)c2cccc3nonc23)C1 (stereo not given)	0.4	-3	0	-16	-8	8	-19	-17	-8
CCC(C)[C@H](NC(=O)OC(C)(C)C)C(=O)N/N=C/c1ccc2cc(OC)ccc2n1 (stereo not given in full)	0.3	-4	1	-14	12	-10	-32	-1	1
COc1ccc(OC)c(C2N(c3cc(C)on3)C(=O)C3CCCN32)c1 (stereo not given)	0.0	-3	3	-18	4	0	-11	-1	-12
Cc1cccnc1NC(=O)c1nn(C)c2c1CS(=O)(=O)c1ccccc1-2	1.1	1	4	-16	15	-5	-14	-1	-3
CC/C(O)=C1\C(=O)CCCC1=NCCc1c(C)[nH]c2ccc(C)cc12	1.4	0	4	4	-6	-7	-16	-10	-5
COc1ccc(-n2c(Cc3cccn3C)nnc2SCC(=O)Nc2ccc(C(C)=O)cc2)cc1	-0.1	-2	1	-33	8	-3	-17	-4	-9
COc1ccc(C(=O)Nc2nnc(S(=O)(=O)N(C)Cc3ccc(F)cc3)s2)cc1OC	0.1	0	1	-6	-6	-4	-9	-8	-8
Cc1nc2cc(C(F)(F)F)ccc2n1C	0.4	-12	1	2	12	2	-11	-6	1
CCC(=O)Oc1ccc(NC(=O)CSCc2ccccc2)cc1	-0.4	-6	10	6	-6	10	-2	7	-15
COc1ccc2c(c1)c(=O)c(C(=O)c1ccc(Cl)cc1)cn2CC(=O)Nc1ccc(F)cc1	0.5	-2	2	2	14	-12	-8	-7	-10
COc1ccccc1/C=C/C(=O)c1ccc(NC(C)=O)cc1	0.8	-2	-1	2	8	0	8	-12	-5
O=C(NCc1ccc(F)cc1)C1CCN(S(=O)(=O)c2ccc(Cl)cc2)CC1	0.1	-2	1	-4	-6	1	5	-2	-21
Cc1ccc(S(=O)(=O)N(CC(O)CN2C(=O)NC(C)(C)C2=O)c2cccc(C)c2)cc1 (stereo not given)	0.5	-3	3	-6	7	-8	-17	-14	-7
CC1CCC2(CC1)NC(CO)(CO)CO2 (stereo not given)	0.5	-2	-1	4	11	0	6	-6	-9
CC1(C)Cc2c(c(N3CCOCC3)nc3sc(C(=O)N4CCCCC4)c(N)c23)CO1	0.0	-3	1	-5	1	-1	3	2	-6
Cc1ccc(NS(=O)(=O)c2ccc3[nH]c(=O)oc3c2)c(C)c1	4.3	4	3	-4	7	-13	1	-16	-2
COc1cccc(CC(=O)OC(C)C(=O)Nc2ccc(N3CCOCC3)cc2)c1 (stereo not given)	0.6	2	7	-13	-12	10	7	0	-2
CCCC(=O)N1CCN(c2nc3ccc(CC)cc3s2)CC1	2.8	-1	34	-25	1	-1	-24	-4	-10
CC1(C)CC(=O)C/C(=N\NC(=S)NCc2ccccc2)C1	0.9	-5	5	9	1	-14	-21	10	-3
O=C(Cn1c(CN2CCCCC2)nc2ccccc2c1=O)NCc1ccco1	0.0	-8	6	0	-2	-5	-8	-5	-2
O=C(C#Cc1cccc([N+](=O)[O-])c1)c1ccccc1	-0.1	-4	nt	nt	-1	27*	16	7	-6
CCOc1ccc(CCNC(=O)CN2CCN(Cc3ccccc3C)C2=O)cc1OCC	5.5	-4	10	-24	13	-6	-25	-10	-10
O=C(O)c1ccc(OCC2CCCO2)cc1 (stereo not given)	0.1	-1	4	3	0	-4	1	-3	-5
O=C(COC(=O)CN1C(=O)C2CCCCC2C1=O)NCc1ccc(Cl)cc1Cl (stereo not given)	0.8	-5	3	-16	11	-15	-30	-5	-2
COc1ccc(C(NC(=O)/C=C/c2ccco2)c2ccc(OC)cc2)cc1	2.2	-3	-2	-9	29	-11	4	-8	-10
Cc1cc(C)n2nc(CC(=O)NC3CCCCCC3)nc2n1	0.2	-5	3	-4	11	-14	15	-5	4
COc1ccc(C(=O)NC2CCCc3c2cnn3-c2cccc(C)c2C)c(OC)n1 (stereo not given)	13	-1	-3	62*	-22	20	40*	47*	-12
O=C(/C=C/c1cccs1)c1ccc(NC(=O)c2cccc(Br)c2)cc1	2.1	0	7	55*	14	-1	-4	15	-7

Source: PubChem
